# RBX1-CUL1 inh: inhibitors of human ROC1-CUL1 ubiquitin ligase activity | inhibition, % at 10 µM | 0.6% of 140,000 active | AID 1347404 | in vitro K48 di-Ub FRET, acceptor:donor ratio, 45 min | P62877+Q13616; in the data active means inhibition above about 25%
# Target sequence (P62877 whole entry, looked up): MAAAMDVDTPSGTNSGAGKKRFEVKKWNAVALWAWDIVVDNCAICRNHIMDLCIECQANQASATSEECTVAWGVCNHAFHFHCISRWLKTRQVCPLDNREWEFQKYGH
# Target sequence (Q13616 whole entry, looked up): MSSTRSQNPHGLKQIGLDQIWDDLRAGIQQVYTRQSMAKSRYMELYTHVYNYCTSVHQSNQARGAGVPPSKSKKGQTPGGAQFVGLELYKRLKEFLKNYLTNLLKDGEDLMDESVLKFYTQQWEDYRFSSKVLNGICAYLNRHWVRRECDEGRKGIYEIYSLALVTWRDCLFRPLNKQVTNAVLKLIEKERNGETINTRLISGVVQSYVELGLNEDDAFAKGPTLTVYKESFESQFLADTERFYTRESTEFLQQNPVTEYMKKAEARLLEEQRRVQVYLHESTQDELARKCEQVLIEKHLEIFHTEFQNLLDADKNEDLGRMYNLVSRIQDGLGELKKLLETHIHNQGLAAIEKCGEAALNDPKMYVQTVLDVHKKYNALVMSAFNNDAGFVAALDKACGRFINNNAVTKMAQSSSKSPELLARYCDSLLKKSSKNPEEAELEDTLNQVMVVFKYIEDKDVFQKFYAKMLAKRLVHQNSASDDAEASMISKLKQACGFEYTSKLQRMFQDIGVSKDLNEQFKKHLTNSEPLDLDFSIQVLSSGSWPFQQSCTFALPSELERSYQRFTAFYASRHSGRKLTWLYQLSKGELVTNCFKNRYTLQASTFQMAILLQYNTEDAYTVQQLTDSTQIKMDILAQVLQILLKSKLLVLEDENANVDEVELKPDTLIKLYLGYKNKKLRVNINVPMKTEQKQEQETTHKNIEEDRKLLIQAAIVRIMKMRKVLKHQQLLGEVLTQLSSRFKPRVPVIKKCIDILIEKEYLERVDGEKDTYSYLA
# Active calls of the source: *; & = joins results of further samples. These rows are one share of the data; count on the stated rates, not on these rows.
item | molecule | RBX1-CUL1 inh
1 | CC(C)OCc1cc(CN2CCN(c3ccccc3)CC2)c(O)c2ncccc12 | -16
2 | CCOc1ccc2nc(N3CCC(C(=O)Nc4ccccc4CC)CC3)sc2c1 | 2
3 | O=C(Nc1ccccc1C(F)(F)F)c1ccc2c(c1)C(=O)N(Cc1cccnc1)C2=O | -6
4 | O=C(/C=C/c1ccc(Cl)cc1)c1cccc(O)c1 | -1
5 | CCOC(=O)c1ccc(NC(=O)c2cc(=O)c3ccc(C)c(C)c3o2)cc1 | 2
6 | Cc1c(Cl)cccc1NC(=O)Cn1cc(C(=O)C2CCCCC2)c2ccccc21 | -3
7 | Cc1ccc(C)c(Nc2nc3nonc3nc2Nc2cccc(C)c2C)c1 | -3&-6
8 | O=C(O)COc1ccc(Br)cc1C1C2=C(CCCC2=O)N=C2CCCC(=O)C21 (centres undefined) | 1
9 | CCCOc1ccc2nc(NC(=O)OC)[nH]c2c1 | -2
10 | CN(C)S(=O)(=O)n1cc(CC(=NC(=O)c2ccccc2)C(=O)NCCCn2ccnc2)c2ccccc21 | -6
11 | Cc1nc2c3ccccc3nc(NNC(=O)CCC(=O)N3CCN(c4ccccc4F)CC3)n2n1 | -4
12 | CCOC(=O)c1sc(NC(=O)c2c(-c3ccccc3)c(-c3ccccc3)nn(C)c2=O)nc1C | -5

# Sorted by the number under RBX1-CUL1 inh (largest number first): some entries from above.
entry	SMILES	RBX1-CUL1 inh
2	CCOc1ccc2nc(N3CCC(C(=O)Nc4ccccc4CC)CC3)sc2c1	2
4	O=C(/C=C/c1ccc(Cl)cc1)c1cccc(O)c1	-1
9	CCCOc1ccc2nc(NC(=O)OC)[nH]c2c1	-2

# Down the list, as entered above:
# RBX1-CUL1 inh, compounds 6 to 10 → -3, -3&-6, 1, -2, -6

# A section from further up:
item | molecule | RBX1-CUL1 inh
11 | Cc1nc2c3ccccc3nc(NNC(=O)CCC(=O)N3CCN(c4ccccc4F)CC3)n2n1 | -4
12 | CCOC(=O)c1sc(NC(=O)c2c(-c3ccccc3)c(-c3ccccc3)nn(C)c2=O)nc1C | -5
